Screening data from PubChem BioAssay.
TDP1 cell CPT = DT40-hTDP1 cell growth loss with CPT | chicken DT40 Tdp1-/-;hTDP1 cells + 20 nM CPT, ATP luminescence, 48 h | Potency, µM (highest dose often 46.2 µM), inactives show top-dose activity change, negative = growth inhibition, actives largely listed as inhibitors | actives 12% (n = 420,000); further: nearly all actives have a fitted effect of over 55% in size
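Chicken DT40 Tdp1-/- cells stably complemented with human TDP1 were seeded at 400 cells/well in medium containing 20 nM camptothecin, exposed to pin-transferred compounds, and grown at 37 °C for at least 48 hr. Viability was read as ATP luminescence.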
KAT2A inh = inhibitors of human GCN5L2 histone acetyltransferase. Q92830. GCN5L2 HAT assay, ThioGlo1 CoA-SH fluorescence. Potency, µM (titrated, usually from 58.9 µM), for the others: at the highest dose activity change, negative = inhibition, actives largely listed as inhibitors. actives 0.21% (n = 390,000)
Target sequence (Q92830 whole entry, looked up): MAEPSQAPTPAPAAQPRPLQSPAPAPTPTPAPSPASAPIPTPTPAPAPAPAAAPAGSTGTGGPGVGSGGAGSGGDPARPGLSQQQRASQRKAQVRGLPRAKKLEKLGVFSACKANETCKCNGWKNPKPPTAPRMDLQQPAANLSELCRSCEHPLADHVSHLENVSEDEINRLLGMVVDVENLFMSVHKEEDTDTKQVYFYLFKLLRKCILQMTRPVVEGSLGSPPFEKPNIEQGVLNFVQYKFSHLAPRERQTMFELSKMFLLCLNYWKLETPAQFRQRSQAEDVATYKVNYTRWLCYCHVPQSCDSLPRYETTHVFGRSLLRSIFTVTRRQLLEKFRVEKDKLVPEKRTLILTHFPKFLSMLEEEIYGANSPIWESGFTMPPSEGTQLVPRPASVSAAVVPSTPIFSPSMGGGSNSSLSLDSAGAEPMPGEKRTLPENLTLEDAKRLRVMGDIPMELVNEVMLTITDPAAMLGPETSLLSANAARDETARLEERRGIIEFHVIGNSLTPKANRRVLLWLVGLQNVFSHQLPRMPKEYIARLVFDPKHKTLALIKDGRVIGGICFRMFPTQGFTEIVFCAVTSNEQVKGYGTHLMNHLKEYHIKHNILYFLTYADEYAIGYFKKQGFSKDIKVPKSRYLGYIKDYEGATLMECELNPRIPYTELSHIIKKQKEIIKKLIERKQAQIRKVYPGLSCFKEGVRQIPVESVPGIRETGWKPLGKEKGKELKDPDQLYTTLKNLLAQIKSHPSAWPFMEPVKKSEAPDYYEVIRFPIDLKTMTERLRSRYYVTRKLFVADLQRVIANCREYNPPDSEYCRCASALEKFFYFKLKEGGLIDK
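qHTS, 1536-well. 20nM enzyme, pH 7.5 HEPES/EDTA/Tween-20 buffer; 15 min compound preinc., RT. Start: 75uM H3(1-25), 70uM AcCoA, 50uM ThioGlo1. Read Ex340/Em540 at t=0 (autofluorescence flag) and t=20 min.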
TDP1 cell noCPT = qHTS for Inhibitors of human tyrosyl-DNA phosphodiesterase 1 (TDP1): qHTS in cells in absence of CPT; DT40 Tdp1-/- hTDP1 cells, no CPT, ATP luminescence, 48 h; Potency, µM (titrated, usually from 46.2 µM), without a hit: at the highest dose activity change, negative = growth inhibition, hits mostly inhibitors; actives 15% (n = 420,000); AID 686978, 2013; further: nearly all actives have a fitted effect of over 55% in size
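Compound effects on proliferation are scored in DT40 Tdp1-/-;hTDP1 cells in the absence of CPT. ATP levels (CellTiter-Glo luminescence) are recorded after a ≥48 hr, 37 °C incubation.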
Starred values were filed as active, the others as inactive; ? = inconclusive; nt = no result given; & = joins results of further samples; [ ] = another dose, or the depositor's remark. The call rests on the fitted dose curve; in most records, active means well fitted curve in the direction sought with a large enough effect; inconclusive means small, poorly fitted or top-dose-only effect, or another doubt; inactive means no such curve, though single readings can be large; an effect the other way counts as inactive or inconclusive. On the % scale 0 is the no-effect control and ±100 the full control effect; potency means the concentration at half of the fitted maximal effect.

SMILES	TDP1 cell CPT	KAT2A inh	TDP1 cell noCPT
C/C(=N/NC(=O)CNC(=O)c1cccnc1)c1ccccc1	0%	3%	15%
COc1ccc(/C=C(\C#N)C(=O)N=CN(C)C)cc1	2%	0%	-25%
COc1ccc(S(=O)(=O)N(C)CC(=O)NC2CCCCC2)cc1OC	-10%	2%	7%
O=C(COc1ccc(Cl)cc1Cl)NCCC1=CCCCC1	?	-13%	-30%
Cc1ccc(CNC(=O)CN2C(=O)COc3ccccc32)cc1	10%	0%	-11%
O=C(CC1SC(=Nc2cccc3ccccc23)N(Cc2ccccn2)C1=O)Nc1ccccc1Br (configuration not stated)	4.6µM*	-10%	2.3µM*
O=C(COc1ccc(Cl)cc1Cl)NN1C(=O)C2C3C=CC(C3)C2C1=O (configuration not stated)	-2%	-26%	-18%
COc1ccc(C2COC(=O)C2=N)c(NC(=O)c2ccccc2)c1 (configuration not stated)	-4%	-2%	-28%
COc1ccc(OC)c(NC(=O)CSc2nnc(Cn3nnc4ccccc43)n2C)c1	-20%	?	-5%
O=S(=O)(NC(=S)NC1CCCCC1)c1ccc(Cl)cc1	-12%	5%	-22%
O=C(CSc1n[nH]c(-c2ccccc2)n1)Nc1ncccn1	11%	-8%	-10%
CC(C)(C)C(=O)Nc1ccc(-c2cn3cccnc3n2)cc1	-24%	-30%	-10%
CCc1nccn1S(=O)(=O)c1cccc([N+](=O)[O-])c1	5%	-1%	1%
O=C(NC1CCCC1)c1cn(C2CCN(Cc3cccc4cccnc34)CC2)nn1	-12%[9.04 µM]	nt	-14%
COc1ccc(OC)c2[nH]c(=O)c(CCNC(=O)COc3ccccc3)cc12	?	6%	?
COc1ccccc1NC(=O)C/C(C)=N/NC(=O)COc1c(Br)cc(Br)cc1OC	-10%	-12%	?
NCc1csc(Nc2ccc(C(=O)c3ccccc3)cc2)n1	0.92µM*	nt	1µM*
COc1cccc(Cn2nnc3c(=O)[nH]c(C4CCCN(C(=O)c5ccc(C)cc5)C4)nc32)c1 (configuration not stated)	?	-7%	?
COc1ccc(-c2nc(-c3ccccc3)no2)c(OC)c1	-26%	-10%	?
COc1ccc(-c2cc(C(F)(F)F)nc(SCCC(=O)NCc3ccco3)n2)cc1	?	-1%	?
Cc1nc(/C(N)=N/OC(=O)c2c(-c3ccccc3Cl)noc2C)cs1	-26%	-3%	?
CCN(CC(=O)Nc1ccc(OC)cc1)C(=O)c1oc2c(Cl)cccc2c1C	2%	-2%	-21%
O=C(c1ccco1)N1CCC2(CC1)CN(c1cccc(-c3ccccc3)c1)C2	23µM*	-19%	13µM*
CCn1c(=O)[nH]c2ccccc21	0%	-5%	-8%
CCCCn1c(SCC(=O)N2CCC(C)CC2)nc2ccsc2c1=O	?	-9%	15µM*

Rewritten with each value named: 3 of the compounds above.
CCN(CC(=O)Nc1ccc(OC)cc1)C(=O)c1oc2c(Cl)cccc2c1C
- TDP1 cell CPT: 2%
- KAT2A inh: -2%
- TDP1 cell noCPT: -21%

COc1ccc(S(=O)(=O)N(C)CC(=O)NC2CCCCC2)cc1OC
- TDP1 cell CPT: -10%
- KAT2A inh: 2%
- TDP1 cell noCPT: 7%

CCCCn1c(SCC(=O)N2CCC(C)CC2)nc2ccsc2c1=O
- TDP1 cell CPT: ?
- KAT2A inh: -9%
- TDP1 cell noCPT: 15µM*

Remaining list, next part
SMILES	TDP1 cell CPT	KAT2A inh	TDP1 cell noCPT
Cc1nc2ccn(Cc3ccco3)c(=O)c2cc1C(=O)N1CCN(c2ccc(F)cc2)CC1	?	1%	?
C=CCCC(=O)N1C[C@H]2CCN(C)[C@H]2C[C@H]1c1ccc(Br)cc1	-19%	nt	-7%
Cc1onc(-c2c(F)cccc2Cl)c1C(=O)ONC(=O)c1ccccc1	0%	8%	-13%
CS(=O)(=O)N1N=C(c2ccco2)CC1c1ccccc1 (configuration not stated)	-13%	-6%	11%
O=C(O)C1C2C=CC3(CN(Cc4ccncc4)C(=O)C13)O2 (configuration not stated)	0%	0%	4%
COCCn1c(SCC(=O)Nc2ccccc2)nnc1-c1ccoc1C	23%	-3%	-10%
CC(=O)Nc1ccc(S(=O)(=O)N2CCN(c3ncccn3)CC2)cc1	-26%	0%	-28%
O=C(O)c1ccc(Cl)cc1NC(=O)C1CCCO1 (configuration not stated)	-28%	nt	2%
Cn1c(N)c(C(=O)COC(=O)C2(c3ccc(Cl)cc3)CCCC2)c(=O)n(C)c1=O	15µM*	-5%	12µM*
O=[N+]([O-])c1cccc(-c2ccc3nnc(SCc4ccccn4)n3n2)c1	-3%	-3%	-2%
N#C/C(=C\C=C\c1ccccc1[N+](=O)[O-])c1nc(-c2ccc3c(c2)OCO3)cs1	-24%	2%	-27%
COc1ccc(Cc2nnc(SCC(=O)c3ccccc3)o2)cc1	?	-1%	?
Cc1ccc(S(=O)(=O)NC(CC(C)C)C(=O)Oc2ccc3c4c(c(=O)oc3c2)CCC4)cc1 (configuration not stated)	-27%	-12%	-20%
COc1ccc(C(=O)OCCNC(=O)c2c(Cl)nc3ccccn23)cc1	?	-5%	?
C=C(C)Cc1c(C)nc(-c2ccccc2)[nH]c1=O	-10%	-6%	-14%
CCc1ccc2c(c1)C1(SC(NC(C)=O)=NN1C(C)=O)C(=O)N2C(C)C (configuration not stated)	-4%	-2%	-7%
O=S(=O)(c1ccc(=S)[nH]c1)N1CCCCC1	-28%	27%	?
O=C(NN1CCOCC1)C12CC3CC(CC(C3)C1)C2	-14%	1%	-15%
COc1ccc2cc(C(N)=O)/c(=N\NC(=O)c3ccccc3)oc2c1	?	-8%	?
O=C(c1ccc(S(=O)(=O)N2CCCCCC2)cc1)N1CCN(c2ccccn2)CC1	?	2%	?
O=C(Nc1nnc(Cc2ccc(Cl)cc2)s1)c1cccnc1	1%	1%	?
CN1C(=O)C2(Oc3ccccc3C3CC(c4ccccc4)=NN32)c2ccccc21 (configuration not stated)	23µM*	-8%	?
CCc1cc(=O)oc2c(C)c(OC(C)C(=O)NCCCn3ccnc3)ccc12 (configuration not stated)	-7%	2%	0%
CCCCOc1ccc(CSc2nnc(C)n2N)cc1[N+](=O)[O-]	-8%	2%	-3%
COc1ccc(OC)c(Nc2nc3nonc3nc2N2CCCC(C)C2)c1 (configuration not stated)	-3%	-2%	?
Further entries follow:
SMILES	TDP1 cell CPT	KAT2A inh	TDP1 cell noCPT
CC1CCCCC1NC(=O)CN1C(=O)NC(C)(c2cc(F)ccc2F)C1=O (configuration not stated)	4%	-9%	-1%
O=C1/C(=C/c2ccco2)SC(=S)N1CCC(=O)N1CCCCC1CCO (configuration not stated)	-78%	-21%	21µM*
Cc1nc(NNC(=O)c2ccc([N+](=O)[O-])cc2)cc(-c2ccccc2)n1	-9%	0%	-26%
CCN(CC(=O)Nc1ccc(NC(C)=O)cc1)C(=O)c1ccc2c(c1)S(=O)(=O)N=C1CCCCCN12	-1%	-1%	-1%
COc1ccc(NC(=O)C2CC(=O)n3ncnc3N2)cc1 (configuration not stated)	-1%	-1%	-6%
c1ccc(-c2nc3c4ccccc4ccn3c2CN2CCCCC2)cc1	?	?	21µM*
CCOC(=O)c1[nH]c2ccc(OC)cc2c1NS(=O)(=O)c1ccc(Cl)s1	-22%	-2%	?
COCCN1Cc2cccc(C(=O)Nc3cccc(C)c3C)c2C1=O	-10%	-8%	-22%
CC(c1ccco1)N(C(=O)COc1ccccc1[N+](=O)[O-])c1ccccn1 (configuration not stated)	0%	nt	?
CCc1ccccc1NC(=O)CNC(=O)CCC(=O)c1cc(C)sc1C	?	nt	?
Cc1ccc(N(CCC#N)C(=O)CSc2nc3ccccc3c(=O)[nH]2)cc1	?	-1%	1%
COC(=O)[C@@]12CCCN1[C@H](c1ccc(-c3ccc(F)cc3)c(OC)c1)[C@H]1C(=O)N(C)C(=O)[C@H]12	?	-5%	?
O=C(CNC1CCCC1)Nc1cc(Cl)ccc1[N+](=O)[O-]	-23%	-11%	-23%
COc1ccc(CCNC(=O)c2nnn(CC(=O)Nc3cccc(F)c3)c2N)cc1OC	4%	-4%	-1%
CC(C)N(C(=O)Cn1cc(SCC(=O)N2CCCC2)c2ccccc21)C(C)C	10%	-7%	4%
Cc1cccc(C)c1NC(=O)CNC(=O)c1ccc2ccccc2n1	-15%	-4%	-2%
COc1ccc(CCN=C(N)NS(=O)(=O)c2ccc(OC)c(OC)c2)cc1OC	11%	-3%	6%
CCCCN(Cc1cc2cc(C)ccc2[nH]c1=O)C(=O)c1cccc(Cl)c1	?	-8%	?
CCN(c1ccccc1)c1cc(C)nc2ncnn12	3%	-2%	2%
CC(C)c1ccc(C2N=C(N)Nc3nc4ccccc4n32)cc1 (configuration not stated)	?	-2%	-26%
c1cn(CCCNc2ncnc3sc4c(c23)CCC4)cn1	-1%	-6%	?
CC(C)c1ccc(NC(=O)Cn2c(=O)oc3cccnc32)cc1	7%	1%	-11%
COCc1c(C(=O)N2CCN(C)CC2)cnn1-c1ncc2c(n1)-c1ccccc1CCC2	7%[9.04 µM]	nt	-15%
CCOc1ccc(OCCOCCOc2c(Cl)cccc2Cl)cc1	-18%	nt	-29%
CC(C)(C)c1ccc(-c2nc3cc(N)ccc3o2)cc1	21%	-11%	-12%
(continued)
SMILES	TDP1 cell CPT	KAT2A inh	TDP1 cell noCPT
COc1cc(/C=C2\SC(N3CCCCC3)=NC2=O)cc(OC)c1OC	21µM*	?	12µM*
COc1ccc(C(=O)COC(=O)c2ccc(Cl)nc2)c(OC)c1	0%	-13%	-17%
O=S(=O)(c1ccccc1)N1CCN=C1SCc1ccc(Cl)cc1	?	-12%	18µM*
CCC(=O)N(Cc1cc2cc(OC)ccc2[nH]c1=O)c1ccccc1C	-13%	-3%	-18%
C=C1Nc2ccccc2C(=O)N1c1ccc(C(=O)N2CCN(C(=O)c3ccco3)CC2)cc1	10%	nt	1%
CCCCC1=CC2=CC(=O)C(C)(OC(=O)CCc3ccccc3)C(=O)C2=CO1 (configuration not stated)	?	2%	3%
CC(C)(C)c1cc(CCC(=O)NCc2ccncc2)cc(C(C)(C)C)c1O	-28%	-1%	-29%
Cc1ccc(S(=O)(=O)N2CCC(=O)N(C(COCc3cccc(Cl)c3)C(C)C)CC2)cc1 (configuration not stated)	?	-8%	21µM*
CC1=C(C(=O)Nc2cc(C)ccc2C)C(c2cccs2)NC(=S)N1 (configuration not stated)	?	-4%	-21%
CCOC(=O)C(C(=O)OCC)C(Nc1cccc(Br)c1)c1ccccc1 (configuration not stated)	15µM*	-4%	?
COc1cc(/C=N/NC(=O)c2cc(-c3cccc(OC(C)C)c3)nc3ccccc23)ccc1O	?	nt	2.1µM*
Cc1ccc(S(=O)(=O)N2CCOCC2)cc1NC(=O)CNC(C)c1ccccc1 (configuration not stated)	8%	-5%	-4%
S=c1nccc(-c2cccs2)[nH]1	?	2%	?
O=C(N/N=C/C(Cl)=C\c1ccccc1)c1ccco1	-20%	4%	29µM*
CCOc1ccc(NC(=O)CN(C)C(=O)c2ccccc2OCc2c(C)noc2C)cc1OCC	?	-3%	0.65µM*
c1ccc(-c2ccccn2)nc1	-7%	-2%&2%	-30%
CCOc1nc2ccccc2nc1C	4%	-3%	1%
Cc1c(C)n(C)c2ccc(C(=O)NCCN3CCOCC3)cc12	-3%	-6%	28%
Cc1ccc(S(=O)(=O)N2CCN(S(=O)(=O)N3CCCCC3)CC2)cc1C	-11%	-8%	-14%
COc1ccc(-c2cc(=O)oc3cc(OCC(=O)N(C)C)ccc23)cc1	?	-15%	?
O=C(CCl)Nc1cccc2ncccc12	8.2µM*	3%	9.2µM*
O=C(c1ccc2c(c1)N(Cc1ccc(F)cc1)CCS2)N1CCOCC1	?	-25%	?
Cc1nnc(NC(=O)COc2ccccc2)s1	7%	-7%[0.501 µM]	-5%

Filtered by structure: those above with an NH in an aromatic ring.
SMILES	TDP1 cell CPT	KAT2A inh	TDP1 cell noCPT
O=C(CSc1n[nH]c(-c2ccccc2)n1)Nc1ncccn1	11%	-8%	-10%
COc1ccc(OC)c2[nH]c(=O)c(CCNC(=O)COc3ccccc3)cc12	?	6%	?
COc1cccc(Cn2nnc3c(=O)[nH]c(C4CCCN(C(=O)c5ccc(C)cc5)C4)nc32)c1 (configuration not stated)	?	-7%	?
CCn1c(=O)[nH]c2ccccc21	0%	-5%	-8%
C=C(C)Cc1c(C)nc(-c2ccccc2)[nH]c1=O	-10%	-6%	-14%
O=S(=O)(c1ccc(=S)[nH]c1)N1CCCCC1	-28%	27%	?
CCOC(=O)c1[nH]c2ccc(OC)cc2c1NS(=O)(=O)c1ccc(Cl)s1	-22%	-2%	?
Cc1ccc(N(CCC#N)C(=O)CSc2nc3ccccc3c(=O)[nH]2)cc1	?	-1%	1%
CCCCN(Cc1cc2cc(C)ccc2[nH]c1=O)C(=O)c1cccc(Cl)c1	?	-8%	?
CCC(=O)N(Cc1cc2cc(OC)ccc2[nH]c1=O)c1ccccc1C	-13%	-3%	-18%
S=c1nccc(-c2cccs2)[nH]1	?	2%	?
